Assay outcomes: PubChem BioAssay, National Center for Advancing Translational Sciences (NCATS)
PLK1 PBD block: qHTS for Inhibitors of PLK1-PDB (polo-like kinase 1 - polo-box domain): Primary Screen | Plk1 PBD binding of FITC phosphopeptide, fluorescence polarization | Potency, µM, inactives show max response, negative = inhibition, most hits filed as inhibitors | Serine/threonine-protein kinase PLK1 (Homo sapiens), P53350 | AID 720504, 2013 | 2.8% of 360,000 active; note: potency is the fitted concentration of half-maximal effect; series mostly up to about 57 µM; % is set by controls: 0 for no effect and ±100 for the full control effect; nearly all actives have a fitted effect of over 65% in size
Target sequence (P53350 whole entry, looked up, the tested form may be a part): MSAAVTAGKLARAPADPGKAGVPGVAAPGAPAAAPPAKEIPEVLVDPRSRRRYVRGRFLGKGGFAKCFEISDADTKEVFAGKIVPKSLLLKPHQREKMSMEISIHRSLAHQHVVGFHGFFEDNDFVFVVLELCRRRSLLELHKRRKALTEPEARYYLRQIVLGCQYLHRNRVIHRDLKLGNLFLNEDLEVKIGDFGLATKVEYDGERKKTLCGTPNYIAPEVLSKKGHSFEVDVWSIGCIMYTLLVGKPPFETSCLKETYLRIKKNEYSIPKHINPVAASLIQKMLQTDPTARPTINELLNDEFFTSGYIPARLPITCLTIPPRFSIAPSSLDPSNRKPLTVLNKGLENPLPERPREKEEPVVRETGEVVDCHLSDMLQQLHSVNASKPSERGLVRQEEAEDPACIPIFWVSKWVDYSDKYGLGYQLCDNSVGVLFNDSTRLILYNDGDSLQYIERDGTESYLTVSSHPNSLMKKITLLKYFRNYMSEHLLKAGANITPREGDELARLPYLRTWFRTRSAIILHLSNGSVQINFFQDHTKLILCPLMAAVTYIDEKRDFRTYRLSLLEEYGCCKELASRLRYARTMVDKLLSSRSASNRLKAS
PI5P4Ka inh: qHTS for Inhibitors of phosphatidylinositol 5-phosphate 4-kinase (PI5P4K); PI5P4Kalpha enzyme, ADP-Glo luminescence, 60 min; stronger effect = lower value; 1.2% of 330,000 active; max response, %; Phosphatidylinositol 5-phosphate 4-kinase type-2 alpha (Homo sapiens), P48426; active = max response of -50% or lower; inconclusive = between -30% and -50%; inactive = -30% or higher; note: value at the top dose of about 77 µM; % is set by controls: 0 for no effect and ±100 for the full control effect
Target sequence (P48426 whole entry, looked up): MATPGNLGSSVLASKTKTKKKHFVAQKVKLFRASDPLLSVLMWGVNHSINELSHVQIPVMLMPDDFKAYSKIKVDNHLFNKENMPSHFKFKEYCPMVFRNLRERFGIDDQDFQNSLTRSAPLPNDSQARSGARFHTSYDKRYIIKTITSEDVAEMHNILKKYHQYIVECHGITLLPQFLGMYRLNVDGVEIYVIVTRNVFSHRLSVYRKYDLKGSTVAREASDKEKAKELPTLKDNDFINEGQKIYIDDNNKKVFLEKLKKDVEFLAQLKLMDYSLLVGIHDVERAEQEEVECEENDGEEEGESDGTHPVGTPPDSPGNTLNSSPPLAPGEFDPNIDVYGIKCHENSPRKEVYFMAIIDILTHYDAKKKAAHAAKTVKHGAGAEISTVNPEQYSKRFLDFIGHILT
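ADP-Glo luminescence end-point read after a 60 min room-temperature kinase reaction of PI5P4Kalpha plus substrate, initiated with ATP at 5 microM final. Buffer: 0.038 M HEPES pH 7.4, EGTA, 0.1% CHAPS, 5% DMSO.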
CCT chaperon mod: High-Throughput Screening for Modulators of Cytosolic Chaperonin Activity | purified chaperonin ATPase assay, HTRF ADP detection, 30 min | activity change, % (no concentration beside the values), hits read low | 0.3% of 360,000 active | AID 651819, 2012; in the data active = activity change below about -30%; note: % is set by controls: 0 for no effect and ±100 for the full control effect
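TRiC at 40 or 20 nM final (batch-dependent) in 30 mM Tris pH 7.4, 100 mM KCl, 5 mM MgCl2, 1 mM DTT, with compound at single 76 uM and 10 uM ATP, 30 min at 37 deg C. ADP detected by HTRF Transcreener, 665/615 ratio.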
EPAC1 agonist: qHTS for Agonist of cAMP-regulated guanine nucleotide exchange factor 3 (EPAC1): primary screen; Potency, µM (series often up to 154 µM), for inactives: top-dose activation, most hits filed as activators; AID 720707, 2013; EPAC1 agonist qHTS, biochemical assay; response scale: 100% = response to 6.5 mM cAMP; Rap guanine nucleotide exchange factor 3 (Homo sapiens), O95398; 0.073% of 360,000 active; note: potency is the fitted concentration of half-maximal effect; nearly all actives have a fitted effect of over 60% in size
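Nucleotide exchange assay: 100 nM EPAC1 with 250 nM Rap1B loaded with BODIPY-GDP and 50 uM GDP, room temperature. Fluorescence (480/540 nm) read every 5 min for 30 min; signal change normalized to 6.5 mM cAMP as full agonist.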
EPAC2 antag: qHTS for Antagonist of cAMP-regulated guanine nucleotide exchange factor 2 (EPAC2): primary screen. EPAC2 GEF exchange of Rap1B-BODIPY-GDP, fluorescence. Potency, µM (highest dose often 114 µM), inactives show top-dose activity, negative = inhibition, hits mostly inhibitors. 0.18% of 360,000 active. AID 720708, 2013; note: potency is the fitted concentration of half-maximal effect; % is set by controls: 0 for no effect and ±100 for the full control effect; nearly all actives have a fitted effect of over 45% in size; many of its hits are not listed in these tables
WRN inhibitor: qHTS for Inhibitors of WRN Helicase; Bifunctional 3'-5' exonuclease/ATP-dependent helicase WRN (Homo sapiens), Q14191; WRN helicase unwinding, fluorescent forked duplex, kinetic; Potency, µM (highest dose often 114 µM), inactives show at the top dose activity change, negative = inhibition, most hits filed as inhibitors; 0.46% of 360,000 active; AID 651768, 2012; note: potency is the fitted concentration of half-maximal effect; % is set by controls: 0 for no effect and ±100 for the full control effect; nearly all actives have a fitted effect of over 55% in size
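WRN at 20 nM final was preincubated with compound for 15 min at room temperature; reaction started with 100 nM forked duplex oligonucleotide carrying fluorophore and quencher plus 2 mM ATP (final). Unwinding followed kinetically by red fluorescence (ex 525/em 598 nm).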
EPAC1 antag: qHTS for Antagonist of cAMP-regulated guanine nucleotide exchange factor 3 (EPAC1): primary screen; AID 720709, 2013; Potency, µM (titrated, usually from 115 µM), for the others: at the highest dose activity change, negative = inhibition, usual class: inhibitors; EPAC1 GEF assay, Rap1b-BODIPY-GDP exchange fluorescence; Rap guanine nucleotide exchange factor 3 (Homo sapiens), O95398; 0.14% of 360,000 active;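 note: potency is the fitted concentration of half-maximal effect; plate controls were vehicle for no effect and positive control for full effect; nearly all actives have a fitted effect of over 50% in size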
MmCpn inh: Inhibitors of TCP-1 ring complex (TRiC) of Methanococcus maripaludis (MmCpn): qHTS. 0.031% of 330,000 active. Potency, µM (top dose mostly 76.9 µM), without a hit: top-dose activity, negative = inhibition, most hits filed as inhibitors. purified Mm-Cpn ATPase, ADP Transcreener TR-FRET; note: potency is the fitted concentration of half-maximal effect; % is set by controls: 0 for no effect and ±100 for the full control effect; nearly all actives have a fitted effect of over 80% in size
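Compound-treated chaperonin, 25 nM final, turns over 10 uM ATP at 37°C for 30 min following a 10 min preincubation; ADP generated competes with ADP-d2 for Eu-cryptate antibody, lowering FRET.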
The depositor's hits bear a star; [ ] = remark or other dose. Unless noted, calls come from the whole dose curve; as a rule, active = well fitted curve in the direction sought with a large enough effect; inconclusive = small, poorly fitted or top-dose-only effect, or another doubt; inactive = no such curve, though single readings can be large; an effect the other way counts as inactive or inconclusive.

`COc1ccc([C@@H]2CC=C(C(=O)O)[C@H](c3cccc(Cl)c3)N2S(=O)(=O)c2ccccc2C)cc1` gave PLK1 PBD block -17%, PI5P4Ka inh -4, CCT chaperon mod -0.5, EPAC1 agonist 0%, EPAC2 antag 0%, WRN inhibitor 12%, EPAC1 antag -8% and MmCpn inh 1%.
`O=C(CCS(=O)(=O)CCN1CCOCC1)NCNC(=O)CCS(=O)(=O)CCN1CCOCC1` gave PLK1 PBD block 1%, PI5P4Ka inh 10, CCT chaperon mod 1.4, EPAC1 agonist 4%, EPAC2 antag 0%, WRN inhibitor -3%, EPAC1 antag 0% and MmCpn inh 3%.
`COCCCN1C(=O)C(CC(=O)NC(c2ccccc2)c2ccccc2)CC(C(=O)N(C(C)C)C(C)C)=C1C` (configuration not stated) gave PLK1 PBD block -13%, PI5P4Ka inh 1, CCT chaperon mod 0.4, EPAC1 agonist 4%, EPAC2 antag -5%, WRN inhibitor -6% and EPAC1 antag -7%.
C=C(C)Cn1c(=O)c2c(nc3n2CCCN3CCc2ccccc2)n(C)c1=O was read as PLK1 PBD block 0%, PI5P4Ka inh 1, CCT chaperon mod -0.1, EPAC1 agonist -10%, EPAC2 antag 3%, WRN inhibitor -10%, EPAC1 antag -2% and MmCpn inh 0%.
`COCCN(CCOc1cc(C)cc(C)c1)Cc1ccc(Cl)cc1` gave PLK1 PBD block 0%, PI5P4Ka inh 19, CCT chaperon mod 0.2, EPAC1 agonist -6%, EPAC2 antag -9%, WRN inhibitor -7%, EPAC1 antag -17% and MmCpn inh 0%.
For CN(c1ccc(C(=O)NC2CC3CCC2C3)cc1)S(C)(=O)=O (configuration not stated) the results were PLK1 PBD block -14%, PI5P4Ka inh 1, CCT chaperon mod -0.9, EPAC1 agonist 4%, EPAC2 antag -10%, WRN inhibitor -16%, EPAC1 antag -15% and MmCpn inh 1%.
`CCOC(=O)C1CCCN(C(=O)COC(=O)c2cc(=O)c3ccccc3o2)C1` (configuration not stated) gave PLK1 PBD block -5%, CCT chaperon mod -0.6, EPAC1 agonist 8%, EPAC2 antag -4%, WRN inhibitor -3%, EPAC1 antag 5% and MmCpn inh -12%.
O=C(CNS(=O)(=O)c1cccs1)NCc1ccccc1 was read as PLK1 PBD block -7%, PI5P4Ka inh -3, CCT chaperon mod 0.7, EPAC1 agonist 2%, EPAC2 antag 0%, WRN inhibitor 2%, EPAC1 antag -6% and MmCpn inh 0%.
`Cc1[nH]c(=S)sc1Cc1ccc(F)cc1` gave PLK1 PBD block inconclusive, PI5P4Ka inh -19, CCT chaperon mod 3.4, EPAC1 agonist -15%, EPAC2 antag 11%, WRN inhibitor -3%, EPAC1 antag -13% and MmCpn inh 0%.
For Cc1ccc(/C=C/C(=O)Nc2ccc([N+](=O)[O-])c(NC(=O)/C=C/c3ccc(C)o3)c2)o1 the results were PLK1 PBD block inconclusive, PI5P4Ka inh -72*, CCT chaperon mod -2.5, EPAC1 agonist -5%, EPAC2 antag -1%, WRN inhibitor inconclusive, EPAC1 antag inconclusive and MmCpn inh 0%.
For CCOC(=O)c1c(S(=O)(=O)NCC(=O)Nc2cc(C)ccn2)c(C)n(C)c1C the results were PLK1 PBD block -13%, PI5P4Ka inh 4, CCT chaperon mod 0.0, EPAC1 agonist 2%, EPAC2 antag -2%, WRN inhibitor 5%, EPAC1 antag -5% and MmCpn inh -5%.
`COc1ccc(NC(=O)COc2ncnc3ccccc23)cc1S(=O)(=O)N1CCOCC1` gave PLK1 PBD block -20%, PI5P4Ka inh 1, CCT chaperon mod -3.8, EPAC1 agonist 0%, EPAC2 antag 1%, WRN inhibitor 3%, EPAC1 antag -7% and MmCpn inh -4%.
`O=C(O)c1ccc(NC(=S)N2CCCCC2)cc1` gave PLK1 PBD block -1%, PI5P4Ka inh 4, CCT chaperon mod -1.7, EPAC1 agonist 14%, EPAC2 antag -9%, WRN inhibitor -23%, EPAC1 antag -10% and MmCpn inh 3%.
Screening COC(=O)c1ccc(-c2sc3nc(N4CCOCC4)c4c(c3c2N)CCCC4)o1 returned PLK1 PBD block -9%, PI5P4Ka inh -11, CCT chaperon mod 0.8, EPAC1 agonist 6%, EPAC2 antag -8%, WRN inhibitor -12%, EPAC1 antag -18% and MmCpn inh 0%.
For O=C(COc1ccc(Br)cc1)NCCCN1CCCC1=O the results were PLK1 PBD block 2%, PI5P4Ka inh -4, CCT chaperon mod 3.1, EPAC1 agonist -1%, EPAC2 antag 0%, WRN inhibitor 8%, EPAC1 antag -6% and MmCpn inh 0%.
`CCn1c(SCC(=O)NC2CC2)nnc1-c1cccs1` gave PLK1 PBD block 4%, PI5P4Ka inh -1, CCT chaperon mod -2.7, EPAC1 agonist -1%, EPAC2 antag 4%, WRN inhibitor 1%, EPAC1 antag 19% and MmCpn inh 0%.
COC1(OC)N=C(N)C2(C#N)C(c3ccc4c(c3)OCO4)C12C#N (configuration not stated) was read as PLK1 PBD block -10%, PI5P4Ka inh -21, CCT chaperon mod -0.8, EPAC1 agonist 6%, EPAC2 antag -1%, WRN inhibitor -14%, EPAC1 antag -10% and MmCpn inh 0%.
Screening COc1ccc(OC)c(NC(=S)N2CCN(C(=O)C3CCCO3)CC2)c1 (configuration not stated) returned PLK1 PBD block -7%, PI5P4Ka inh 1, CCT chaperon mod -0.6, EPAC1 agonist 15%, EPAC2 antag -3%, WRN inhibitor 1%, EPAC1 antag 0% and MmCpn inh inconclusive.
Screening COc1ccc(C(C)=O)cc1CN1C(=O)C(C)ON=C1c1ncccc1C (configuration not stated) returned PLK1 PBD block 1%, PI5P4Ka inh 0, CCT chaperon mod -0.8, EPAC1 agonist -6%, EPAC2 antag 0%, WRN inhibitor 7%[57.1 µM] and EPAC1 antag 13%.
For COc1cc(NC(=O)c2ccccn2)cc(OC)c1OC the results were PLK1 PBD block 6.7µM*, PI5P4Ka inh inconclusive, CCT chaperon mod -0.8, EPAC1 agonist -16%, EPAC2 antag 7%, WRN inhibitor 4%, EPAC1 antag -5% and MmCpn inh 0%.
`CN(C[C@@H](CC1CCCCC1)N(C[C@H](Cc1ccccc1)N(CCc1ccccc1)N=O)N=O)N=O` gave PLK1 PBD block -19%, PI5P4Ka inh 0, CCT chaperon mod -0.8, EPAC1 agonist -1%, EPAC2 antag -2%, WRN inhibitor -1% and EPAC1 antag 5%.
For Cc1cc(C)n(-c2nc3nonc3nc2-n2nc(C)cc2C)n1 the results were PLK1 PBD block -7%, PI5P4Ka inh -9, CCT chaperon mod -2.2, EPAC1 agonist 1%, EPAC2 antag 7%, WRN inhibitor -27%[57.1 µM], EPAC1 antag 2% and MmCpn inh 3%.
For N#Cc1ccc(NCC(=O)N2CCN(S(=O)(=O)c3ccccc3)CC2)cc1 the results were PLK1 PBD block 2%, PI5P4Ka inh 0, CCT chaperon mod -0.4, EPAC1 agonist -3%, EPAC2 antag 2%, WRN inhibitor -9%, EPAC1 antag 11% and MmCpn inh 0%.
Cc1cccc(N(Cc2ccccc2)C(=O)c2ccc(CS(C)(=O)=O)cc2)c1 was read as PLK1 PBD block 2%, PI5P4Ka inh 3, CCT chaperon mod -14, EPAC1 agonist 3%, EPAC2 antag 6%, WRN inhibitor -24%, EPAC1 antag -7% and MmCpn inh -2%.
Screening Cc1ccc(CNC(=O)CCSCCC(=O)NCc2ccc(C)cc2)cc1 returned PLK1 PBD block -3%, CCT chaperon mod -4.5, EPAC1 agonist 7%, EPAC2 antag -1%, WRN inhibitor -7%, EPAC1 antag 5% and MmCpn inh 1%.
Screening O=C(Nc1ccc(N2CCN(c3ncccc3C(F)(F)F)CC2)nc1)c1cccs1 returned PLK1 PBD block 4%, PI5P4Ka inh 5, CCT chaperon mod 2.0, EPAC1 agonist 8%, EPAC2 antag -4%, WRN inhibitor 1%, EPAC1 antag -2% and MmCpn inh 1%.
`COc1cc(Br)cc(CNc2ccc(F)c([N+](=O)[O-])c2)c1O` gave PLK1 PBD block -2%, PI5P4Ka inh -28, CCT chaperon mod -1.7, EPAC1 agonist 4%, EPAC2 antag -27%, WRN inhibitor -9%, EPAC1 antag -8% and MmCpn inh 1%.
Screening Cc1cc(C)n2c(SCCC(C)C)nnc2n1 returned PLK1 PBD block -4%, PI5P4Ka inh 4, CCT chaperon mod -1.8, EPAC1 agonist -8%, EPAC2 antag 0%, WRN inhibitor -3%, EPAC1 antag -10% and MmCpn inh -1%.
For COc1ccc(S(N)(=O)=O)cc1C(N)=O the results were PLK1 PBD block -3%, PI5P4Ka inh -1, CCT chaperon mod -0.5, EPAC1 agonist 6%, EPAC2 antag 3%, WRN inhibitor 2%, EPAC1 antag 11% and MmCpn inh -3%[15.4 µM].
`Cc1ccc(CO/N=C\Cc2snc(Sc3ncc(C(F)(F)F)cc3Cl)c2C#N)cc1` gave PLK1 PBD block -3%, PI5P4Ka inh -29, CCT chaperon mod -1.2, EPAC1 agonist -15%, EPAC2 antag -1%, WRN inhibitor -17%, EPAC1 antag -21% and MmCpn inh -8%.
Screening Cc1ccc(S(=O)(=O)NCCNC(C)c2ccc(Br)cc2)cc1 (configuration not stated) returned PLK1 PBD block -2%, PI5P4Ka inh 11, CCT chaperon mod -0.1, EPAC1 agonist -10%, EPAC2 antag 5%, WRN inhibitor 4%, EPAC1 antag -4% and MmCpn inh -25%.
`CC1CC(C)(C)NCc2ccccc21` (configuration not stated) gave PLK1 PBD block -6%, PI5P4Ka inh -6, CCT chaperon mod 2.5, EPAC1 agonist 9%, EPAC2 antag 2%, WRN inhibitor -20%, EPAC1 antag -7% and MmCpn inh 1%.

The list is partial. The share of hits here may be higher or lower than overall.
